From PubChem
FEN1 inh = blocks human flap endonuclease 1; P39748; Recombinant FEN1 flap cleavage, fluorescence, 15 min; Potency, µM (doses to about 114 µM), without a hit: at the highest dose activity change, negative = inhibition, actives largely listed as inhibitors; 390,000 compounds, 0.35% hits; AID 588795; also: nearly all actives have a fitted effect of over 65% in size
Target sequence (P39748 whole entry, looked up): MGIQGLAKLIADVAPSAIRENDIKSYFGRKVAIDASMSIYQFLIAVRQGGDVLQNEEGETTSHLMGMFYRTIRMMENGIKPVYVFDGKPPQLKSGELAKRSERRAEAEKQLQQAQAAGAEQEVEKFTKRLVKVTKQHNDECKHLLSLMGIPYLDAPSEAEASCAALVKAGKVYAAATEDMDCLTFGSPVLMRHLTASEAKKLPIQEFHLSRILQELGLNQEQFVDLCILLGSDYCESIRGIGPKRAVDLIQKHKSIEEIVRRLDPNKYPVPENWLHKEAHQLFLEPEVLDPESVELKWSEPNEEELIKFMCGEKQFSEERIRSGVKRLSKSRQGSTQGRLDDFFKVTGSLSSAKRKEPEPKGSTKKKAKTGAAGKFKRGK
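Compounds are tested as a concentration series against 10 nM FEN1; after a 15 min room-temperature preincubation, 50 nM substrate starts cleavage, with plate reads at 0 and 15 min. Normalized responses are fitted by a Hill equation.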
GCN5L2 inh = GCN5L2 (KAT2A) acetyltransferase inhibition; Q92830; GCN5L2 HAT assay, ThioGlo1 CoA-SH fluorescence; Potency, µM (titrated, usually from 58.9 µM), for inactives: at the highest dose activity change, negative = inhibition, most hits filed as inhibitors; 390,000 compounds, 0.21% hits; AID 504327
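GCN5L2 (20nM final) in 50mM HEPES, 0.1mM EDTA pH 7.5, 0.01% Tween-20 was preincubated 15 min at room temperature with compound, then given ThioGlo1 (50uM), H3(1-25) peptide (75uM) and acetyl-CoA (70uM); CoA-thiol fluorescence (Ex340/Em540) was read at 0 and 20 min.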
TDP1 cell CPT = DT40-hTDP1 cell growth loss with CPT | chicken DT40 Tdp1-/-;hTDP1 cells + 20 nM CPT, ATP luminescence, 48 h | Potency, µM (highest dose often 46.2 µM), inactives show top-dose activity change, negative = growth inhibition, hits mostly inhibitors | 420,000 compounds, 12% hits; also: nearly all actives have a fitted effect of over 55% in size
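Cell growth measured by CellTiter-Glo luminescence after a minimum 48 h, 37 C compound exposure with 20 nM CPT in Tdp1-knockout DT40 cells stably expressing hTDP1, seeded 400/well; qHTS titration format.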
* = called active by the depositor; ? = inconclusive; / = no result given; [ ] = dose if it differs, or a comment. Calls follow the shape of the dose curve; as a rule, active = well fitted curve in the direction sought with a large enough effect; inconclusive = small, poorly fitted or top-dose-only effect, or another doubt; inactive = no such curve, though single readings can be large; an effect the other way counts as inactive or inconclusive. % is scaled to controls: 0 for no effect and ±100 for the full control effect; potency is read from the fitted curve at half-maximal effect. Not all compounds are listed (hit frequency here may not be typical).

molecule | GCN5L2 inh | TDP1 cell CPT | FEN1 inh
COC(=O)Cc1ccc(NC(=S)NCCO)cc1 | -9% | 3% | 8%
O=C(c1cccs1)n1nc(-c2ccco2)nc1SCc1ccccc1 | -3% | ? | 1%
CCOC(=O)c1cccc(NC(=O)CSc2nnc(C)n2CC2CCCO2)c1 (stereo unspecified) | -3% | 3% | -10%
O=C(Nc1ccccc1C(=O)O)c1cncc(Br)c1 | -3% | 4% | -13%
C/C(=N\NC(=O)c1nnn(-c2nonc2N)c1-c1ccccc1)c1cccnc1 | -3% | -5% | 16%
Brc1ccccc1-n1nnc(-c2ccnc3ccccc23)n1 | -5% | ? | -20%
CSCC[C@H](NC(=O)OC(C)(C)C)C(=O)N1CCC(C(=O)N[C@H](C(=O)O)C(C)C)CC1 | 1% | -23% | 6%
N#Cc1ccc(C(=O)N2CCC3CC2c2cc(-c4ccc(F)cc4)ccc23)cc1 (stereo unspecified) | / | ? | -3%
Oc1ccc(Nc2nc(Cl)nc(NCc3ccco3)n2)cc1 | -3% | -5% | -6%
O=S(=O)(c1ccccc1)c1cnc(-c2ccccc2)nc1N1CCCC1 | -1% | -27% | -4%
COc1ccc(S(=O)(=O)N2CCOCC2)cc1NC(=O)COC(=O)C1COc2ccccc2O1 (stereo unspecified) | -3% | -6% | -4%
O=C(Nc1ccccc1NS(=O)(=O)c1ccc(F)cc1)C1CCC1 | -5% | ? | -9%
CCOC(=O)Cc1cc(-c2ccc(O)cc2)nc2ccc3ccccc3c12 | -8% | ? | -2%
O=[N+]([O-])c1ccc(NN=C2CCCCC2)c([N+](=O)[O-])c1 | / | ? | -14%
O=C(NCc1ccccc1Cl)C1CCCN1C(=O)NCc1ccccc1 (stereo unspecified) | 0% | 9% | -2%
CC1CCCCN1C(=O)CSc1nc(-c2ccccc2)cc(=O)[nH]1 (stereo unspecified) | 2% | -2% | -3%
O=C(Nc1nnc(-c2ccc(Cl)s2)o1)C1CC1 | -3% | -12% | 3%
CC(NC(=O)COC(=O)C12CC3CC(CC(O)(C3)C1)C2)c1ccccc1 (stereo unspecified) | 0% | -7% | 26%
CCn1c(CSc2ncccn2)nnc1SCC(=O)N1CCCCC1 | 8% | 8% | 13%
O=C(CNc1ccc(Br)cc1)NC(=O)NC1CCCCC1 | -11% | ? | -6%
COc1ccc(OC)c(C(c2nnnn2Cc2ccco2)N2CCN(C)CC2)c1 (stereo unspecified) | 31%[activator] | -3% | -1%
CCOc1ccc(C(C)=O)cc1COc1cccnc1[N+](=O)[O-] | -6% | 6.5µM* | -10%
COC(=O)c1ccccc1S(=O)(=O)N1CCn2cccc2C1C (stereo unspecified) | -3% | -14% | 0%
CCOC(=O)Cn1c(=O)oc2cc(S(=O)(=O)N3CCN(c4cccc(Cl)c4)CC3)ccc21 | -7% | -12% | 14%
CCN1CCN(C(C(=O)NC2CCCCC2)c2ccc(Cl)cc2)CC1 (stereo unspecified) | 5% | ? | -5%
CCOC(=O)C1=CNS(=O)(=O)NC1c1ccc(C#N)cc1 (stereo unspecified) | 0% | -3% | 16%
COc1cccc(-c2cc(C(=O)N3N=C(C)CC3(O)C(F)F)c3ccccc3n2)c1 (stereo unspecified) | -12% | -2% | -9%
CC(C)CCOc1ccc(C(=O)O)cc1 | 1% | 12% | 5%
O=C(Cn1cnc(S(=O)(=O)N2CCCCC2)c1)Nc1ccc(OC(F)(F)F)cc1 | -20% | -10% | 14%
COc1cc(C(=O)NCC(c2cccnc2)N2CCc3ccccc32)cc(OC)c1OC (stereo unspecified) | 1% | ? | 3%
O=C(CC(=O)Nc1ccccn1)Nc1ccccn1 | -10% | 1% | -4%
O=C(NC1CCCC1)C1CCN(C(=O)c2ccc(Cl)cc2)CC1 | -2% | -4% | 1%
Cc1ccc(NC(=O)CSc2nc3ncc(Cl)cc3[nH]2)c(C)c1 | -8% | ? | 4%
Cc1ccc2c(/C=C/c3ccc(N(C)C)cc3)c(C)cnc2c1 | / | ? | -21%
COc1ccc(-c2nn3c(-c4ccc(OC)cc4)nnc3c3ccccc23)cc1 | -1% | -24% | 19%
O=[N+]([O-])c1cccc2ccc(/C=C/c3ccc(Cl)cc3)nc12 | -2% | 1% | -10%
COc1cc2[nH]c3c(=O)n(N)c(=O)[nH]c3c2cc1OC | -22% | 20% | -11%
CCC(C)n1c(-c2cccs2)nc2nc3ccccc3nc21 (stereo unspecified) | -3% | 18µM* | -14%
COC(=O)Cc1c(C)c2ccc3c(c2oc1=O)CN(Cc1ccc(Cl)cc1)CO3 | ? | ? | 5%
COc1ccc(S(=O)(=O)Nc2ccc(NC(C)=O)cc2)cc1 | -6% | -18% | -4%

In the list so far, two contain two or more sulfur atoms.
molecule | GCN5L2 inh | TDP1 cell CPT | FEN1 inh
O=C(c1cccs1)n1nc(-c2ccco2)nc1SCc1ccccc1 | -3% | ? | 1%
CCn1c(CSc2ncccn2)nnc1SCC(=O)N1CCCCC1 | 8% | 8% | 13%

Limited to FEN1 inh and GCN5L2 inh, for two of the compounds above:
canonical_smiles	FEN1 inh	GCN5L2 inh
CCOc1ccc(C(C)=O)cc1COc1cccnc1[N+](=O)[O-]	-10%	-6%
COC(=O)c1ccccc1S(=O)(=O)N1CCn2cccc2C1C (stereo unspecified)	0%	-3%

Further entries.
molecule | GCN5L2 inh | TDP1 cell CPT | FEN1 inh
CCN(CC)CCOC(=O)c1ccc(NC(=O)C(C)NC(=O)C23CC4CC(CC(C4)C2)C3)cc1 (stereo unspecified) | -5% | ? | -1%
O=C(NCc1cccnc1)NC1CC(=O)N(c2ccc3c(c2)OCCO3)C1 (stereo unspecified) | -1% | 8% | -2%
CCCCCC1CC(CC(=O)NC(=S)Nc2ccc([N+](=O)[O-])cc2)C(=O)O1 (stereo unspecified) | 1% | -30% | -14%
O=C(CSc1ccc(-c2ccccn2)nn1)c1ccc([N+](=O)[O-])cc1 | 2% | ? | -14%
Cc1ccc(C(=O)OCC(=O)NC2CCCC(C)C2C)cc1S(=O)(=O)N1CCCCC1 (stereo unspecified) | -2% | 21µM* | -7%
Cc1c(Cl)cccc1NS(=O)(=O)c1ccc2c(c1)C1C=CCC1C(c1ccc(C(=O)O)cc1)N2 (stereo unspecified) | ? | -6% | 25µM*
Cc1ccccc1NC(=O)CNC(=O)c1ccc(C(F)(F)F)cc1 | -3% | 0% | 5%
C=CCNC(=O)Cc1c(OC)ccc2cc(Br)ccc12 | 1% | -1% | -1%
Nc1nc2c(c(=O)[nH]1)CN(Cc1ccccc1)CC2 | -19% | 2% | 20%
O=C(c1ccc(F)cc1)N1CCCN(c2nc(-c3ccccc3)ns2)CC1 | 2% | ? | -3%
Cc1cc2cc(CNC(=O)c3ccco3)ccc2n1C | -1% | ? | 5%
COc1cc(/C=N/Nc2ccc(C(=O)O)cc2)cc(OC)c1OC | -11% | -2% | -6%
COc1ccc(Cl)cc1S(=O)(=O)NC(C)C(=O)NCc1ccncc1 (stereo unspecified) | 1% | 9% | 2%
Cc1cccc(N=C2NC(=O)C(CO)(CO)S2)c1 | 2% | 8% | 9%
COC(=O)CSc1nc(COc2ccccc2)nc2ccccc12 | -4% | 13% | -12%
O=C(O)CN1C(=O)/C(=C\c2cn(CC(=O)N3CCOCC3)c3ccccc23)SC1=S | -7% | -4% | 2%
O=C(Nc1cccc(F)c1)c1cnc2sc(N3CCCC3)nn2c1=O | 1% | 2.3µM* | -1%
CC(C)CCNC(=O)Nc1cc(C(=O)NCc2cccc(F)c2)ccc1N1CCCC1 | -4% | -24% | 2%
Nc1nc(C2C(=O)CCCC2=O)cs1 | -3% | -5% | -17%
FC(F)(F)c1ccccc1-c1nc(Nc2ccncc2)c2ccccc2n1 | -24% | ? | /
COc1ccc(C(O)(CCC(C)C)C(CN2CCOCC2)c2ccccc2)cc1 (stereo unspecified) | -18% | 23µM* | 0%
COc1ccccc1OCC#CCSc1ncccn1 | -13% | -1% | 20%
COc1ccc(N2CCN(C(=O)CSc3nc4[nH]ncc4c(=O)n3-c3cccc4ccccc34)CC2)cc1 | -12% | 6.5µM* | 2%
Cc1ccc(S(=O)(=O)/N=C(/Nc2cccc(C(=O)O)c2)c2ccccc2)cc1 | 1% | 3% | 4%
CC(C)C(=O)N1CCN(c2ccccc2NC(=S)NC(=O)/C=C/c2ccco2)CC1 | -8% | ? | -7%
Cc1ccc(S(=O)(=O)N2CCOCC2)cc1C(=O)N1CCN(Cc2ccccc2)CC1 | 0% | -13% | 3%
Cc1c(Cl)cccc1NC(=S)NCC1COc2ccccc2O1 (stereo unspecified) | -9% | -22% | -27%
COc1ccc(-c2cc(CNS(=O)(=O)c3ccc(NC(C)=O)cc3)on2)cc1 | -4% | -9% | 6%
COc1ccc(Cl)cc1S(=O)(=O)Nc1ccc2[nH]c(=O)[nH]c2c1 | -1% | 21µM* | -2%
Cc1ccc(C(=O)NN2C(=O)/C(=C/c3cn(C)c4ccccc34)SC2=S)cc1 | -3% | 12% | -10%
Cc1cc(C(=O)CC#N)c(C)n1-c1c(C)n(C)n(-c2ccccc2)c1=O | -14% | -7% | -2%
COc1cc2c(=O)n(CCC(=O)NCC3CCCO3)c(=O)n(CC(=O)Nc3c(C)cccc3C)c2cc1OC (stereo unspecified) | 0% | -3% | 8%
COc1ccc(N2CCN(C(=O)NC(=O)c3ccccc3)CC2)cc1 | ? | -15% | 19%
COc1ccc(C2Nc3ccc(NC(C)=O)cc3C(=O)N2Cc2cccc(Cl)c2)cc1COc1ccc(NC(C)=O)cc1 (stereo unspecified) | / | 13µM* | -22%
COc1ccccc1NC(=S)NC(NC(=O)CC(C)C)C(Cl)(Cl)Cl (stereo unspecified) | -7% | ? | 0%
Cc1cc(C(=O)N/N=C/c2cc(Br)ccc2OC(=O)c2ccccc2Cl)n[nH]1 | -5% | 5.8µM* | 7%
Cc1ccc(-n2ncc3c2CC(C)(C)CC3NC(=O)c2ccncc2)cc1 (stereo unspecified) | 2% | -20% | -12%
CCCCCCCCCC(=O)NC(CN1CCOCC1)[C@H](O)c1ccccc1 (stereo partly specified) | -9% | / | 28%[57.1 µM]
Cc1ccc(NC(=O)c2ccc(CN3CCc4ccccc4C3)cc2)cc1 | -2% | 1% | -9%
COc1ccc2cnn(CCOc3cc(C)ccc3C(C)C)c(=O)c2c1OC | -10% | 16µM* | -2%

Structures from the list above that contain a thiophene ring, fused or not:
molecule | GCN5L2 inh | TDP1 cell CPT | FEN1 inh
O=C(c1cccs1)n1nc(-c2ccco2)nc1SCc1ccccc1 | -3% | ? | 1%
O=C(Nc1nnc(-c2ccc(Cl)s2)o1)C1CC1 | -3% | -12% | 3%
CCC(C)n1c(-c2cccs2)nc2nc3ccccc3nc21 (stereo unspecified) | -3% | 18µM* | -14%

Continuation.
molecule | GCN5L2 inh | TDP1 cell CPT | FEN1 inh
CC1(C)CCCC2=C1CC1C(=O)N(c3ccccc3)C(=O)C1C2 (stereo unspecified) | -3% | -11% | 1%
O=C(Nc1ccc2ccccc2c1)c1cc(F)c(F)cc1Cl | 1% | 0% | 3%
COc1ccc(-c2cc(C(N)=O)nc(N3CCCCCC3)n2)cc1 | -4% | -1% | -2%
CN(CC(=O)Nc1sccc1C#N)S(=O)(=O)c1ccc(F)cc1 | -2% | -3% | -9%
Cc1sc2ncnc(SCC(=O)c3cccs3)c2c1C | -8% | ? | -13%
C=CCn1c(N)cc(=O)nc1SCC(=O)Nc1ccccc1 | -2% | 14% | -15%
Nn1c(COc2ccccc2)nnc1SCc1cc(=O)[nH]c2ccccc12 | -2% | -6% | 7%
Cc1ccc(NC(=O)Cc2ccc(-n3c(C)nc4cccnc43)cc2)c(Cl)c1 | -1% | 5.2µM* | -3%
COc1ccc(C(=O)N2CCC(C(N)=O)CC2)cc1S(=O)(=O)N1CCCC1 | -2% | 3% | -2%
CCN1CCN(C(c2ccc(F)cc2)c2sc3nc(-c4ccco4)nn3c2O)CC1 (stereo unspecified) | 1% | -2% | 7%
O=C(Cc1ccc(S(=O)(=O)N2CCCC2)s1)NC1CCCCCC1 | -11% | ? | 12%
CCn1c(SCc2ccc(Cl)cc2)nc2nc3c(cc2c1=O)CCCC3 | -7% | ? | -4%
COC(=O)CSc1nc2sc3c(c2c(=O)n1-c1ccccc1)CCN(C)C3 | -22% | -21% | -2%
